POLI inh – inhibitors of human DNA polymerase iota. Potency, µM (highest dose often 115 µM), for the others: top-dose activity, negative = inhibition, hits mostly inhibitors. AID 588590. Pol iota fluorescent replication assay, 10 min. 390,000 tested, 1% active
Target sequence (Q9UNA4 whole entry, looked up): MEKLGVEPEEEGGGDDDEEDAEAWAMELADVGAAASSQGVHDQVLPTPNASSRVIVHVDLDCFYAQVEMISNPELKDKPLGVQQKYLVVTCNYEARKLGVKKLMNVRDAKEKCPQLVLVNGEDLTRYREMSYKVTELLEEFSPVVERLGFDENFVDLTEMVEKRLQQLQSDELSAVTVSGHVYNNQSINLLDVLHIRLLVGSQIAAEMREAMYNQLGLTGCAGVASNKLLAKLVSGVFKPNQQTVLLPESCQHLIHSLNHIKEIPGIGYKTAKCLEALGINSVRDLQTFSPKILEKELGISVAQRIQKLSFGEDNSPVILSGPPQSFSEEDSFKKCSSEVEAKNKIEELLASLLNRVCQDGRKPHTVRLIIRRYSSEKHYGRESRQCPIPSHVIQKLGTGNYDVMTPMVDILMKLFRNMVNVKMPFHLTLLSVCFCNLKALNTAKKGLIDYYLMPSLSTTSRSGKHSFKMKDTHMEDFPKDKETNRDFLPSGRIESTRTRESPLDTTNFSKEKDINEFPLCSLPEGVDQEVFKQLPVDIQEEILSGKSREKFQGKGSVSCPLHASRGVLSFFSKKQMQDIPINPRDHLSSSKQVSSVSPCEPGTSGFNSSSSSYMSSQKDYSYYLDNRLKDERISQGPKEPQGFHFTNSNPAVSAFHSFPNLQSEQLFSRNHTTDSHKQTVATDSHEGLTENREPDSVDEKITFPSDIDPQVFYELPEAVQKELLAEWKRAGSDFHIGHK
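Pol iota at 10 nM preincubated 15 min with compounds at room temperature; reaction started with fluorescent substrate, 50 nM final. Fluorescence read kinetically at 0 and 10 min; buffer-only wells as negative control.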
POLK inh – inhibitors of human DNA polymerase kappa; Potency, µM (titrated, usually from 107 µM), for inactives: top-dose activity, negative = inhibition, hits mostly inhibitors; AID 588579; 400,000 tested, 0.53% active; Q9UBT6; purified Pol kappa, fluorescent DNA synthesis assay, 10 min; also: % is scaled to controls: 0 for no effect and ±100 for the full control effect
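10 nM Pol kappa was preincubated with compounds for 15 min at room temperature. Reaction started with 50 nM (final) substrate. Fluorescence read kinetically at 0 and 10 min.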
POLB inh – DNA polymerase beta (human) inhibition. Pol beta primer extension/strand displacement, fluorescence kinetic. Potency, µM (doses to about 114 µM), inactives show at the top dose activity change, negative = inhibition, actives largely listed as inhibitors. P06746. AID 485314. 340,000 tested, 1.3% active; also: % is scaled to controls: 0 for no effect and ±100 for the full control effect
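Curves were derived by four-parameter Hill fits of normalized qHTS data. The kinetic fluorescent primer-extension read was taken at 0 and 10 min after 50 nM substrate, following a 15 min room-temperature preincubation of 10 nM enzyme with compounds.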
BLM inh – inhibitors of human Bloom syndrome helicase BLM; 350,000 tested, 0.2% active; recombinant BLM DNA unwinding, fluorescence dequenching; Potency, µM (doses to about 56.1 µM), for inactives: at the highest dose activity change, negative = inhibition, actives largely listed as inhibitors; P54132;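 also: plate controls were vehicle for no effect and no enzyme for full effect; nearly all actives have a fitted effect of over 35% in size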
G9a inh – inhibitors of human histone lysine methyltransferase G9a | G9a H3K9 monomethylation, AlphaScreen, 2 h | 350,000 tested, 8.8% active | Potency, µM (top dose mostly 102 µM), inactives show at the highest dose activity, negative = inhibition, most hits filed as inhibitors | Q96KQ7; also: % is scaled to controls: 0 for no effect and ±100 for the full control effect; nearly all actives have a fitted effect of over 75% in size
Target sequence (Q96KQ7 913-1193 limits assumed): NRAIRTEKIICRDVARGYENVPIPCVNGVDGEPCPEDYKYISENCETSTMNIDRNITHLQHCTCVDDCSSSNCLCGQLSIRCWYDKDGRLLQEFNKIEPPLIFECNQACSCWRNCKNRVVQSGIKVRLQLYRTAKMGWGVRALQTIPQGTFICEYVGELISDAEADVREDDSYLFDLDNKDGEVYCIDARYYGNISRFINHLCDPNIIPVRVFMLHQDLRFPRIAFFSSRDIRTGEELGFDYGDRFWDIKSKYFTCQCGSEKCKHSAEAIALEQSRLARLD
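AlphaScreen detection with an anti-monomethyl H3K9 antibody quantified product after a 2 h room-temperature reaction containing 500 nM biotinylated H3K9 peptide, 20 µM SAM and 20 nM enzyme, which had been preincubated 15 min with compound.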
Apoferritin bind – binds horse apoferritin like a general anesthetic; P02791; apoferritin/1-aminoanthracene competitive binding, fluorescence; Potency, µM (top dose mostly 77.5 µM), inactives show top-dose activity change, negative = displacement, most hits filed as inhibitors; 350,000 tested, 0.074% active; AID 485281; also: % is scaled to controls: 0 for no effect and ±100 for the full control effect; nearly all actives have a fitted effect of over 20% in size
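Concentration-response curves derived by four-parameter Hill fitting of normalized fluorescence, where compounds displaced 1-AMA from 10 uM horse apoferritin following a brief 10 min room-temperature incubation; propofol titration acted as positive control.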
BAZ2B inh – BAZ2B (human) inhibition; Q9UIF8; AlphaScreen BAZ2B-H3K14Ac peptide displacement; Potency, µM (series often up to 114 µM), for the others: at the top dose activity change, negative = inhibition, hits mostly inhibitors; 360,000 tested, 4.4% active; AID 504333; also: % is scaled to controls: 0 for no effect and ±100 for the full control effect; nearly all actives have a fitted effect of over 60% in size
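BAZ2B (50 nM) with biotin-H3(5-23)K14Ac peptide (50 nM) in PBS pH 7.4, 0.01% Tween-20, preformed 30 min, then compound 30 min at room temperature; top concentration 110uM. AlphaScreen streptavidin donor/nickel chelate acceptor beads (10 ug/mL final), 20 min dark, signal read.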
POLH inh – DNA polymerase eta (human) inhibition; Q9Y253; recombinant Pol eta, fluorescent DNA replication assay; Potency, µM (top dose mostly 114 µM), inactives show at the top dose activity change, negative = inhibition, hits mostly inhibitors; 390,000 tested, 1.2% active; AID 588591; also: % is scaled to controls: 0 for no effect and ±100 for the full control effect
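Pol eta at 10 nM preincubated with compounds 15 min at room temperature; reaction started with fluorescent substrate (50 nM final) and read kinetically at 0 and 10 min.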
APE1 inh – APE1 (human) endonuclease inhibition | P27695 | recombinant APE1, TAMRA/BHQ-2 abasic DNA cleavage fluorescence | Potency, µM (top dose mostly 65.8 µM), for inactives: at the top dose activity change, negative = inhibition, hits mostly inhibitors | 350,000 tested, 0.35% active | AID 2517;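 also: plate controls were vehicle for no effect and reference inhibitor for full effect; nearly all actives have a fitted effect of over 55% in size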
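Quantitative HTS: incision of a TAMRA/BHQ-2 double-stranded substrate bearing a tetrahydrofuran abasic site by 0.75 nM APE1 raises fluorescence. Substrate 50 nM final, added after 15 min compound preincubation at room temperature; progress as third-minus-first kinetic read difference.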
An asterisk follows results filed as active; u = inconclusive; x = no result given; [ ] = another dose, or the depositor's remark. Calls follow the shape of the dose curve; as a rule, active = well fitted curve in the direction sought with a large enough effect; inconclusive = small, poorly fitted or top-dose-only effect, or another doubt; inactive = no such curve, though single readings can be large; an effect the other way counts as inactive or inconclusive. Potency is read from the fitted curve at half-maximal effect.

Molecule	BAZ2B inh	Apoferritin bind	POLH inh	BLM inh	POLK inh	POLB inh	G9a inh	APE1 inh	POLI inh
CC(=O)c1cc(-c2ccc(F)cc2)n(CC(=O)NC2CCCCCC2)c1C	-0.1%	u	-20.6%	-3.4%	-6.0%[60.1 µM]	-19.8%	7.0%[59 µM]	x	7.1%
O=C1CCC(C(=O)N2CCC(O)CC2)CN1CCc1ccc(Cl)cc1 (stereo unspecified)	-0.3%	-7.7%	-18.8%	0.6%	-3.6%	22.0%	40.6%[activator]	25.6%	11.7%
O=C(CSc1nc(=O)n(CCCN2CCOCC2)c2c1CCC2)Nc1ccc(F)cc1F	13.0%	x	1.8%	x	-3.9%	x	1.3%	-7.7%	24.1%
CCOc1ccc(Nc2nc(-c3sc(N)nc3C)cs2)cc1	44.7µM*	-11.7%	-8.2%	0.0%	-8.3%	2.0%	35.5µM*	-16.8%	28.2%
Cc1cc(F)ccc1S(=O)(=O)Nc1ccccc1C(=O)Nc1ccc2[nH]c(=O)[nH]c2c1	u	-2.9%	-7.6%	-4.0%	-11.7%	18.7%	3.1%[59 µM]	1.8%	-11.1%
O=c1cc2c(n[nH]1)CCCC2	u	-7.3%	-7.2%	1.7%	-1.7%	1.7%	u	-1.9%	-15.8%
CC1=C(C(=O)OCc2ccc3c(c2)OCO3)C(c2cccc([N+](=O)[O-])c2)NC(=O)N1 (stereo unspecified)	3.0%	-6.2%	-8.5%	-2.1%	9.7%	43.1%	0.3%	u	-14.2%
Cc1cccc2sc(NC(=O)CN3C(=O)C4CC=CCC4C3=O)nc12 (stereo unspecified)	-14.8%	-9.1%	3.7%	-6.8%	-9.3%	-19.0%	-4.6%	-11.2%	57.3%[activator]
Cc1ccc(S(=O)(=O)N2CCN(C(=O)Cc3ccc4c(c3)OCCO4)CC2)cc1C	-5.3%	-4.4%	-20.5%	-0.7%	-0.8%	63.3%	12.2%[59 µM]	5.0%	77.8%[activator]
C/C(=N/NC(=O)CN1CCN(S(=O)(=O)c2ccc(C)cc2)CC1)c1ccco1	-3.4%	0.2%	8.2%	3.4%	12.9%	-0.5%	3.3%	3.8%	-7.1%
CCc1nnc(NS(=O)(=O)c2ccc(NC(=S)NC(=O)c3cccnc3)cc2)s1	2.3%	-5.0%	-5.0%	-1.2%	2.4%	7.0%	x	7.6%	61.4%[activator]
COc1ccc(N(CC(=O)Nc2cc(Cl)ccc2OC)S(=O)(=O)c2c(C)[nH]c(=O)[nH]c2=O)cc1	-37.7%	u	-6.4%	-3.6%	1.9%	15.2%	2.7%[59 µM]	38.7%[activator]	0.1%
C/C(=N/Nc1ccc([N+](=O)[O-])cc1)c1ccc(C)cc1C	-21.9%	u	-25.2%	-17.2%	-13.9%	3.7%	-35.3%	-2.9%	5.3%
COc1ccc(CCNC(=S)NCc2cccs2)cc1OC	-13.3%	-6.7%	3.2%	-1.7%	-2.3%	30.5%	u	5.3%	12.9%
Cc1cccc(CNC(=O)c2cc(S(=O)(=O)N3CCOCC3)cn2C)c1	-7.5%	-5.6%	9.5%	-0.9%	2.5%	1.3%	7.0%	-10.6%	25.1%
C=CCNC(=O)c1ccc(OC)cc1OC	-0.1%	-0.1%	-9.8%	2.7%	-19.5%	-0.8%	9.7%[59 µM]	-2.8%	5.5%
Cc1[nH]nc(Sc2ccccn2)c1[N+](=O)[O-]	10.8%	-1.7%	-14.2%	0.9%	-0.3%	11.3%	-2.6%	-1.8%	145.0%[activator]
C[C@H](C[C@H](O)[C@H]1OC1(C)C)C1=C2C[C@H](O)C3[C@@]4(C)CCC(=O)C(C)(C)C4CC[C@]3(C)[C@@]2(C)CC1 (stereo partly specified)	x	x	-12.1%	x	-4.9%	x	x	-22.5%	-7.2%
Cc1cc(=O)oc2cc(OCC(=O)N3CCN(c4ccc(F)cc4)CC3)ccc12	-11.5%	3.2%	-6.9%	-1.4%	u	19.8%	x	5.1%	39.8µM*
Cc1cc(NC(=O)CSc2nc3cc(Cl)ccc3s2)no1	4.3%	-11.2%	12.0%	-3.5%	6.8%	16.0%	1.7%[59 µM]	2.0%	-3.1%[58.9 µM]
CCN1CCN(C(=O)C2CCC(=O)N(CCCN3CCCC3=O)C2)CC1 (stereo unspecified)	-1.8%	-0.8%	-4.5%	-1.1%	4.2%	0.7%	-7.6%	27.0%	54.8%[activator]
Cc1cc(C)nc(NS(=O)(=O)c2ccc(NC(=O)C3(c4ccccc4)CCCC3)cc2)n1	0.1%	-18.9%	-7.1%	0.3%	-11.6%	-3.1%[57.1 µM]	56.2µM*	1.6%	6.3%
Cc1c(N=C(N)/N=C(\N)Nc2ccc(Br)cc2)c(=O)n(-c2ccccc2)n1C	14.3%	-10.2%	-14.5%	-9.0%	-9.6%	7.3%	42.6%[59 µM]	5.4%	20.9%
COc1ccc(S(=O)(=O)N2CC(=O)Nc3ccccc32)cc1Cl	-6.5%	-1.3%	-19.6%	-0.9%	-1.8%	9.8%	x	-4.9%	114.9%[activator]
O=C1CCN(C(=O)c2ccc(Cl)cc2)N1	56.2µM*	-2.0%	-1.1%	-1.2%	3.0%[60.1 µM]	35.2%	12.6µM*	u	10.5%
CC(=O)Nc1cccc(NC(=O)CSc2nnc(NC(=O)C3CC3)s2)c1	-16.7%	-0.3%	1.3%	-8.2%	-4.9%	8.8%	20.6%	10.3%	-7.2%
O=C(NCCCn1ccnc1)/C(=C\c1ccc(Br)cc1)NC(=O)c1ccccc1F	u	2.7%	-7.0%	-0.7%	-12.7%	26.2%	x	7.0%	19.8%
O=C(Nn1c(C2CCC2)nc2ccccc2c1=O)C1CCC1	-12.0%	-10.6%	-11.7%	2.1%	-15.4%	3.8%	-21.6%	0.1%	-4.8%[58.9 µM]
CCOC(=O)c1c(NC(=O)c2nc(SCC)ncc2Cl)sc(C(C)=O)c1C	-3.1%	5.8%	-4.8%	-1.1%	-19.8%	27.0%	-33.4%[59 µM]	x	-7.2%
O=C(c1noc2c1CCCC2)N1CCN(c2ccc(F)cc2)CC1	2.0%	-9.4%	0.2%	-0.7%	-11.9%	30.2%	-0.3%[2.33 µM]	-0.9%	-4.4%

Results in Apoferritin bind, for 2 of the compounds above:
molecule | Apoferritin bind
CC(=O)c1cc(-c2ccc(F)cc2)n(CC(=O)NC2CCCCCC2)c1C | u
O=C1CCC(C(=O)N2CCC(O)CC2)CN1CCc1ccc(Cl)cc1 (stereo unspecified) | -7.7%

The results go on.
Molecule	BAZ2B inh	Apoferritin bind	POLH inh	BLM inh	POLK inh	POLB inh	G9a inh	APE1 inh	POLI inh
Fc1ccc(-n2c(-c3cc(C4CC4)[nH]n3)n[nH]c2=S)cc1Cl	u	-11.9%	-14.6%	-0.9%	5.8%	12.6%	1.58µM*	-2.2%	52.3%[activator]
COc1ccc(CC2(CO)CCN(Cc3nc(C(C)C)cs3)CC2)cc1	-17.7%	-13.1%	-21.9%	-3.5%	-7.7%	36.4%	x	2.6%	105.4%[activator]
NC(=O)C1CCN(C(=O)c2ccc3c(=O)n(Cc4ccco4)c(SCc4ccc([N+](=O)[O-])cc4)nc3c2)CC1	-16.9%	-7.1%	2.5%	-0.2%	-13.2%	5.3%	25.3%	13.1%	u
Cc1ccccc1CS(=O)(=O)c1cn(CC(=O)N2CCC(C)CC2)c2ccccc12	u	-7.6%	-18.8%	6.2%	-1.3%	29.6%	-5.1%[59 µM]	4.5%	9.3%
CC(=O)c1ccc(NC(=O)C2CCN(S(=O)(=O)c3cccnc3)CC2)cc1	0.3%	-10.9%	-7.0%	2.0%	-12.1%	3.1%	x	-8.1%	10.8%
CC1CCCCN1C(=O)Nc1cccc(Cl)c1 (stereo unspecified)	-19.7%	22.4µM*	-6.6%	0.6%	0.6%	-24.3%	-8.4%[59 µM]	2.0%	11.6%
Cc1ccccc1NC(=O)COC(=O)Cc1ccsc1	-14.5%	-9.1%	-15.2%	-2.2%	-1.8%[60.1 µM]	-18.2%	5.6%	-2.1%	34.5%[activator]
Cc1cc(C)c(C)c(S(=O)(=O)N2CCC(C(=O)N3CCCCCCC3)CC2)c1C	-18.8%	-8.1%	-14.2%	-10.0%	5.0%	11.0%	21.9%	4.6%	20.3%
CC1CCCCC12NC(=O)N(CC(=O)OCc1ccccc1Cl)C2=O (stereo unspecified)	9.3%	x	-13.2%	x	-7.8%	x	-32.1%	12.5%	-1.3%
C/C=C/C(=O)OCC(=O)Nc1c(Cl)cccc1Cl	-4.1%	-7.7%	2.2%	0.7%	-7.5%	3.1%	8.6%[59 µM]	1.4%	3.2%
CCOc1ccc(C2NC(=O)c3ccccc3O2)cc1 (stereo unspecified)	0.1%	-13.2%	-5.8%	-1.1%	-5.7%	24.4%	4.3%	1.7%	27.2%
C/C(=N\OC(=O)c1ccc(C)cc1)c1c(C)nc2cc(C)ccn12	-2.6%	-4.8%	-3.5%	-4.2%	-10.7%	74.5%	-5.9%	-2.5%	25.0%
COc1cccc(NC(=O)Cn2c(=O)n(Cc3ccccc3)c(=O)c3c2c2cc(C)ccc2n3C)c1	-12.0%	8.6%	-13.2%	-2.7%	-2.5%	1.6%	-3.4%[59 µM]	x	27.1%
C/C(=N\Nc1cc(C)nc(NCc2ccccc2)n1)c1cccc([N+](=O)[O-])c1	u	-5.7%	-6.2%	-2.3%	-1.5%	2.5%	6.6%	0.9%	16.8%

Bioassay records as filed in PubChem BioAssay.

Not all compounds are listed (hit frequency here may not be typical).
